Hsp70 displacement: Hsp70 inhibitors, probe displacement, primary screen, biochemical, fluorescence polarization (AID 583); Hsp70 fluorescence polarization probe displacement, mP; higher % means a stronger effect; displacement, % at 20 µM, or IC50 in µM where a hit was titrated; 140,000 tested, 0.06% active; in the data active = displacement above about 50%;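 note: plate controls were vehicle for no effect and reference ligand for full effect; a part of the inactive calls stands beside numbers as strong as those of hits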
Rat MKP-3 inhibitors: MKP-3 phosphatase inhibitors, primary screen, biochemical, rat enzyme, in vitro (AID 425); 110,000 tested, 0.17% active; one-dose inhibition, % at 20 µM; IC50 in µM for titrated hits; recombinant MKP-3 phosphatase activity, fluorescence; higher % means a stronger effect; in the data active = inhibition above about 50%;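 note: plate controls were vehicle for no effect and reference inhibitor for full effect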
* marks the source's active call; other numbers are inactive results; / = no result given; & = joins results of further samples. An excerpt. The share of hits here may be higher or lower than overall.

Hsp70 displacement	Rat MKP-3 inhibitors	structure
6.1%	7.5%	O=C(COC(=O)c1ccc(NS(=O)(=O)c2ccc3c(c2)OCCO3)cc1)NCC1CCCO1 (centres undefined)
-0.7%	0.6%	CC1=NN(C(=O)CCc2ccccc2)C(O)(c2cccnc2)C1 (centres undefined)
3.7%	1.9%	CC(C)C(=O)Nc1cccc(NC(=O)c2cccnc2)c1
-3.3%	1.0%	Cc1csc2ncc(C(=O)Nc3ccccc3F)c(=O)n12
2.0%	-13.6%	CCOC(=O)C1CCCN(C(=O)c2cc3nc(-c4cccc(OC)c4)cc(C(F)(F)F)n3n2)C1 (centres undefined)
-0.4%	-0.9%	O=C(Nc1ccccc1)Nc1nnc(SCc2ccc(F)cc2)s1
0.0%	3.6%	O=C(CSc1nsc(SCC(=O)Nc2ccc(F)cc2)n1)Nc1ccc(F)cc1
102.5%*	63.7%*	O=C(O)C1Nc2ccc([N+](=O)[O-])cc2C2C=CCC12 (centres undefined)
3.1%	3.5%	O=C(O)CCSc1ccc2ccccc2n1
2.4%	-4.6%	Cn1c(-c2ccccc2)cnc1SCC(N)=O
4.9%	0.3%	CC(=O)Nc1ccc(S(=O)(=O)N2CCN(c3ccc(F)cc3)CC2)cc1
7.7%	/	Cc1cn(C(=O)c2ccccc2)c(=S)n1-c1ccc(Br)cc1
/	-0.2%	Cc1cc2nc(Nc3nc4ccccc4c(=O)[nH]3)nc(C)c2cc1C
0.3%	/	CCOC(=O)c1ccc2c(c1)nc(C)n2CC
0.4%	7.1%	O=C(CCCC(=O)N(CC(=O)NC1CCCCC1)Cc1ccc2c(c1)OCO2)Nc1ccccn1
3.5%	-3.1%	COc1ccc2[nH]c(C)c(C(=O)CN(C)C)c2c1
1.7%	/	COc1ccc(NS(=O)(=O)c2ccc(-n3nnc4ccccc43)c([N+](=O)[O-])c2)cc1
-0.1%	6.2%	CCC(C)C(NC(=O)OC(C)(C)C)C(=O)NCc1ccco1 (centres undefined)
-5.0%	/	CC(=O)c1cc(F)c(N2CCN(C(=O)C(C)(C)C)CC2)cc1C
2.5%	-7.9%	COc1cccc(-c2cc(C(F)(F)F)n3ncc(C(=O)NCC4CCCO4)c3n2)c1 (centres undefined)
-0.3%	5.2%	CCNC(=O)CC1C(=O)N(c2ccccc2)C(=O)N1Cc1ccc(OC)cc1 (centres undefined)
-1.7%	-6.0%	C=CCNc1nc2c(c(=O)n(C)c(=O)n2C)n1Cc1ccc(F)cc1
4.2%	-1.0%	O=C(O)c1cc(-c2ccc(Cl)cc2)nc2ccc(Br)cc12
1.8%	5.8%	O=C(NCc1cccs1)c1ccncc1
1.6%	-4.5%	Cc1cc(=O)[nH]c(SCC(=O)Nc2nnc(CC(C)C)s2)n1
0.1%	-11.3%	CC1(C(=O)NC2CCCC2)CCC(=O)N1CCC1=CCCCC1 (centres undefined)
2.8%	0.7%	CCC(=O)N1N=C2c3cc(OC)ccc3CCC2C1c1ccc(F)cc1 (centres undefined)
-2.6%	1.0%	O=c1[nH]c(Nc2nc3ccccc3o2)nc2ccccc12
-8.8%	/	O=C(Nc1ccc(N2CCOCC2)cc1)c1cccnc1
5.0%	-2.8%	COc1ccc(S(=O)(=O)N2CCC(C(=O)c3ccc4c(c3)OCCO4)CC2)cc1

A different layout for some results above.
molecule	Hsp70 displacement	Rat MKP-3 inhibitors
CC(=O)c1cc(F)c(N2CCN(C(=O)C(C)(C)C)CC2)cc1C	-5.0%	/
COc1cccc(-c2cc(C(F)(F)F)n3ncc(C(=O)NCC4CCCO4)c3n2)c1 (centres undefined)	2.5%	-7.9%
CCNC(=O)CC1C(=O)N(c2ccccc2)C(=O)N1Cc1ccc(OC)cc1 (centres undefined)	-0.3%	5.2%
C=CCNc1nc2c(c(=O)n(C)c(=O)n2C)n1Cc1ccc(F)cc1	-1.7%	-6.0%

The results go on:
Hsp70 displacement	Rat MKP-3 inhibitors	structure
6.4%	-11.2%	O=C(NCc1cccnc1)Nc1ccc(F)cc1F
0.6%	/	COc1ccc(CNC(=O)COC(=O)c2cnccn2)cc1
6.0%	/	CN(C)C(=O)CSc1nc(-c2ccccc2)nc2c1CCCC2
-1.1%	/	O=C(/C=C/c1ccccc1)NC(=S)NNC(=O)c1ccco1
-9.0%	-9.9%	CCN(CC)c1cccc(OCC(=O)N(C)CCC#N)c1
-4.5%	-10.4%	Cc1ccc(NC(=O)C2CCN(C(=O)NC3CCCCC3)CC2)cc1Cl
3.5%	/	O=C1CSC(c2ccc3c(c2)OCO3)N1c1ccc(Oc2ccccc2)cc1 (centres undefined)
4.1%	-2.2%	CCOC(=O)N/N=C/c1ccc(F)cc1
1.7%	4.1%	COC(=O)C1=C(C)N(C)C(C)=C(C(=O)OC)C1c1ccc(OCc2ccccc2)cc1
-0.7%	4.0%	O=C(c1ccc(NC2=NC3CS(=O)(=O)CC3S2)cc1)N1CCN(C(=O)c2ccco2)CC1 (centres undefined)
3.9%	-0.5%	CCOC(=O)N1CCC(NC(=O)CSCc2nc(-c3ccc(OC)c(OC)c3)oc2C)CC1
-1.1%	-9.3%	O=C(Nc1ccc(F)cc1F)NC1CC(=O)N(Cc2ccccc2)C1 (centres undefined)
-1.3%	3.1%	CCOC(=O)C(=CNc1ccc(OCc2ccccc2)cc1)C(=O)OCC
-0.5%	3.1%	Cc1nn(C(=O)c2ccnn2C)c(C)c1Br
3.8%	4.1%	Ic1cccc(/C=N/n2cnnc2)c1
-1.9%	-2.2%	COc1ccc(C2c3c(oc4ccccc4c3=O)C(=O)N2c2ccccn2)cc1 (centres undefined)
-1.0%	1.4%	CSc1nnc(-c2ccccc2)c(-c2ccccc2)n1
0.6%	-6.2%	COc1ccc(-c2cc(=O)[nH]c(=O)[nH]2)cc1
1.3%	3.0%	Cc1ccc(S(=O)(=O)N2CCN(c3nc(C)c4c(c3C#N)CC(C)(C)OC4)CC2)cc1
1.9%	/	COc1ccc([C@@H]2Sc3cc(OC)ccc3N(CCN(C(C)C)C(C)C)C(=O)[C@H]2OC(C)=O)cc1
2.9%	-0.1%	Cc1ccc(OCCn2nc3ccccc3n2)c(C)c1
-0.4%	1.4%	Fc1ccc(Nc2nc(-c3ccncc3)nc3ccccc23)cc1F
-7.0%	/	CCOC(=O)COc1ncn(-c2ccccc2)n1
3.4%	0.0%	CCC(C(=O)Nc1cc(C)cc(C)n1)c1ccccc1 (centres undefined)
-0.9%	/	COC(=O)Cc1ccc(NC(=O)c2ccc(C)c(C)c2)cc1
1.4%	1.3%	Cc1cc(Cl)ccc1OCCCC(=O)Nc1ccc2c(c1)OCCO2
-11.5%	-2.9%	Cc1cc(C)n(-c2nc3ccccc3nc2Nc2ccc3[nH]c(=O)[nH]c3c2)n1
-0.7%	-9.4%	CCOC(=O)C1CCCN(CCC(=O)Nc2c(C(=O)OC)[nH]c3cc(OC)ccc23)C1 (centres undefined)
15.8%	/	CCCNC(=O)c1cc(C)no1
-2.8%	-3.4%	O=C(NC(NC(=S)Nc1ccccc1)C(Cl)(Cl)Cl)c1ccccc1F (centres undefined)
3.8%	0.3%	COc1ccc(N(CC(=O)N2CCOCC2)S(C)(=O)=O)c(OC)c1
-3.3%	-6.1%	CC(=O)c1cccc(NC(=O)COc2ccccc2)c1
1.4%	0.7%	COc1cccc(/C=C2/C(=O)NC(=O)N(c3cc(C)cc(C)c3)C2=O)c1O
4.7%	4.7%	COc1ccc(/C=C(\NC(=O)c2ccccc2)C(=O)Nc2cccc(C)c2)cc1OC
-1.8%	2.6%	O=C(/C=C/c1cc2c(cc1[N+](=O)[O-])OCCO2)c1c(-c2ccccc2)c2cc(Cl)ccc2[nH]c1=O
1.2%	-0.6%	CCCCNC(=O)CSc1nccn1Cc1ccccc1
0.0%	5.3%	Cc1ccc(C(=O)Cn2c(NCCO)nc3ccccc32)cc1
3.1%	-7.5%	O=C(CSc1ccc(Cl)cc1)N1CCOCC1
-3.8%	3.8%	Cc1cc(C)nc(/N=C(/N)Nc2ccc(C)c([N+](=O)[O-])c2)n1
-2.2%	0.8%	COc1ccc(CC(=O)NC(Cc2ccc(OC)c(OC)c2)C(=O)O)cc1OC (centres undefined)
-2.8%	1.4%	O=C(Cc1ccccc1)NC(CCC(=O)OCc1ccccc1)C(=O)NCCO (centres undefined)
3.5%	-9.0%	CS(=O)(=O)N1CCN(C(=O)C(Sc2ccccc2)c2ccccc2)CC1 (centres undefined)
-6.6%&3.3%	0.2%&-1.2%	COc1ccc(NC(=O)NS(=O)(=O)c2ccc(C)cc2)c(OC)c1
-2.5%	2.0%	Cc1ccc(-c2noc(COc3ccc4ccccc4c3)n2)cc1
6.0%	-2.6%	CC(C)(C)c1csc(NC(=O)CSc2nc3ccccc3c(=O)[nH]2)n1
-3.0%	-1.8%	Cc1cccc(OCC(=O)N/N=C/c2ccncc2)c1
3.2%	10.7%	COCON1C(=O)CN(C(C)=O)C1c1ccc(Cl)cc1Cl (centres undefined)
-3.8%	-2.3%	CCOC(=O)C1(C)C=C(Nc2cccc([N+](=O)[O-])c2)C(=O)N1c1ccccc1 (centres undefined)
-2.8%	0.2%	COc1cccc(NC(=O)Cn2cc3c(n2)CCCCC3)c1
-1.6%	-11.9%	Cc1nn2c(-c3ccccc3)c(-c3ccccc3)nc2[nH]c1=O
1.5%	3.9%	Cc1ccc(S(=O)(=O)NCC(=O)NC2CCCCCC2)cc1
1.3%	-5.6%	Fc1ccc(CN2CCCCCCC2)cc1F
1.4%	-1.5%	O=C(CC1S/C(=N\N=C\c2ccccc2)NC1=O)Nc1ccccc1Br (centres undefined)
-4.2%	-4.2%	CCc1ccccc1NC(=O)CN(c1ccc(OC)cc1OC)S(C)(=O)=O
0.0%	2.5%	CSCCOC(=O)C1=C(C)NC(=O)NC1c1ccc(O)c([N+](=O)[O-])c1 (centres undefined)
8.4%	-2.8%	Cc1cc(OCC(=O)NCCc2ccccc2)ccc1Cl
0.3%	-8.8%	Cc1nc(CN2CCN(C(=O)NC3(c4ccccc4)CC3)CC2)cs1
2.4%	2.3%	CN(Cc1cc(=O)[nH]c2ccccc12)C(=O)c1ccccc1
-2.8%	2.3%	Cc1cc(OCC(=O)NC2CC(C)(C)NC(C)(C)C2)ccc1Br
8.6%&2.2%	2.8%&-0.8%	COc1ccc(Cl)cc1S(=O)(=O)n1cnc2ccccc21

Reprinted from the results shown, five compounds:
Hsp70 displacement	Rat MKP-3 inhibitors	structure
1.5%	3.9%	Cc1ccc(S(=O)(=O)NCC(=O)NC2CCCCCC2)cc1
1.3%	-5.6%	Fc1ccc(CN2CCCCCCC2)cc1F
1.4%	-1.5%	O=C(CC1S/C(=N\N=C\c2ccccc2)NC1=O)Nc1ccccc1Br (centres undefined)
-4.2%	-4.2%	CCc1ccccc1NC(=O)CN(c1ccc(OC)cc1OC)S(C)(=O)=O
0.0%	2.5%	CSCCOC(=O)C1=C(C)NC(=O)NC1c1ccc(O)c([N+](=O)[O-])c1 (centres undefined)

(list continues)
Hsp70 displacement	Rat MKP-3 inhibitors	structure
1.1%	0.4%	CC12C(=O)C(C)(C(c3ccccc3)=C1c1ccccc1)C1C(=O)N(c3ccccc3Cl)C(=O)C12 (centres undefined)
7.6%	/	CCOC(=O)c1nc(N)c(=O)n(-c2ccc(C)cc2)n1
4.2%	-3.5%	O=C(NCc1cccnc1)C1CCCN(S(=O)(=O)c2ccccc2)C1 (centres undefined)
-3.1%	0.2%	CCOC(=O)c1c(-c2ccc(Cl)cc2)csc1NC(=O)c1ccccc1OC
-2.0%	3.2%	O=C(O)CCCC(=O)Nc1ccc(Cl)c(Cl)c1
3.6%	-10.3%	O=C(NCC1COc2ccccc2O1)c1ccc(Cl)cc1 (centres undefined)
4.8%	-6.3%	COc1ccc(Oc2c(-c3ccc(O)cc3O)n[nH]c2C)cc1
5.6%	/	CCn1cc(C(=O)N[C@H](C)c2ccccc2)c(=O)c2cc(F)c(N3CCN(C)CC3)cc21
1.9%	/	CCOC(=O)c1cccc(NS(=O)(=O)c2ccc(NC(C)=O)cc2)c1
4.0%	-15.6%	O=C(NCc1ccco1)c1ccc(S(=O)(=O)N2CCCc3ccccc32)cc1
3.3%	-7.5%	COCCNC(=O)COc1ccc(Nc2ccccc2)cc1
-0.8%	2.0%	COc1ccc(S(=O)(=O)Nc2ccc(F)c([N+](=O)[O-])c2)cc1
2.0%	-5.8%	CC1Cc2ccccc2N1C(=O)CCNS(=O)(=O)c1ccc2c(c1)CCC(=O)N2 (centres undefined)
0.4%	-1.8%	CCOC(=O)Cc1nnc(NC(=O)c2ccccc2OCC)s1
0.4%	2.0%	CCSc1nc2sc3c(c2c(=O)n1Cc1ccccc1)CCc1ccccc1-3
-2.3%	9.3%	COc1cc(OC)nc(NC(=O)NS(=O)(=O)c2ccc(OC(F)(F)F)cc2)n1
6.8%&-2.5%	-10.8%&3.2%	Cc1cc(C)nc(Nc2nc(=O)c3ccccc3s2)n1
44.3%	45.4%	Cc1ccccc1-n1c(O)c(C=C2C=CC=N2)c(=O)[nH]c1=S
6.3%	-6.2%	COC(=O)C1=C(N)Oc2cc(C)n(C)c(=O)c2C1c1ccc(Cl)c(Cl)c1 (centres undefined)
-4.0%	-0.2%	O=C(Nc1sc2c(c1C(=O)Nc1ccc(Cl)cc1)CCC2)c1ccc([N+](=O)[O-])cc1
-3.2%	2.1%	COc1cc(C(=O)N2CCN(C3CCN(Cc4ccccc4)CC3)CC2)cc(OC)c1OC
-1.9%	-5.6%	O=C(NCC(c1cccnc1)N1CCOCC1)C1CCCCC1 (centres undefined)
0.7%	/	CC(C)CCN1C(=O)c2ccc(-c3nc4ccccc4c(=O)o3)cc2C1=O
5.6%&0.2%	-10.3%&4.7%	Cc1nc(N)sc1-c1csc(Nc2ccccn2)n1

Bioassay records: PubChem BioAssay, Sanford-Burnham Center for Chemical Genomics
